From PubChem
Anesthetic bind = binds horse apoferritin like a general anesthetic. apoferritin/1-aminoanthracene competitive binding, fluorescence. Potency, µM (titrated, usually from 77.5 µM), inactives show at the top dose activity change, negative = displacement, hits mostly inhibitors. P02791. 350,000 compounds, 0.074% hits. AID 485281; note: potency is the fitted concentration of half-maximal effect; % is set by controls: 0 for no effect and ±100 for the full control effect; nearly all actives have a fitted effect of over 20% in size
Target sequence (P02791 2-175 limits assumed): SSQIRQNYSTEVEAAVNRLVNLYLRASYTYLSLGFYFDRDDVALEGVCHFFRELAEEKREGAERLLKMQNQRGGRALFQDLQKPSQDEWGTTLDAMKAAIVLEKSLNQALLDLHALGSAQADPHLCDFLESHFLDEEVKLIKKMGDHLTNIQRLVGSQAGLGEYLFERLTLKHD
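Apoferritin-based anesthetic binding model; compound displacement of fluorescent 1-AMA measured as endpoint fluorescence after 10 minutes at room temperature, scaled to free-ligand and complex controls.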
POLK inh = inhibitors of human DNA polymerase kappa; AID 588579; 400,000 compounds, 0.53% hits; Potency, µM (series often up to 107 µM), for inactives: top-dose activity, negative = inhibition, actives largely listed as inhibitors; Q9UBT6; purified Pol kappa, fluorescent DNA synthesis assay, 10 min; note: potency is the fitted concentration of half-maximal effect; % is set by controls: 0 for no effect and ±100 for the full control effect
Target sequence (Q9UBT6 whole entry, looked up): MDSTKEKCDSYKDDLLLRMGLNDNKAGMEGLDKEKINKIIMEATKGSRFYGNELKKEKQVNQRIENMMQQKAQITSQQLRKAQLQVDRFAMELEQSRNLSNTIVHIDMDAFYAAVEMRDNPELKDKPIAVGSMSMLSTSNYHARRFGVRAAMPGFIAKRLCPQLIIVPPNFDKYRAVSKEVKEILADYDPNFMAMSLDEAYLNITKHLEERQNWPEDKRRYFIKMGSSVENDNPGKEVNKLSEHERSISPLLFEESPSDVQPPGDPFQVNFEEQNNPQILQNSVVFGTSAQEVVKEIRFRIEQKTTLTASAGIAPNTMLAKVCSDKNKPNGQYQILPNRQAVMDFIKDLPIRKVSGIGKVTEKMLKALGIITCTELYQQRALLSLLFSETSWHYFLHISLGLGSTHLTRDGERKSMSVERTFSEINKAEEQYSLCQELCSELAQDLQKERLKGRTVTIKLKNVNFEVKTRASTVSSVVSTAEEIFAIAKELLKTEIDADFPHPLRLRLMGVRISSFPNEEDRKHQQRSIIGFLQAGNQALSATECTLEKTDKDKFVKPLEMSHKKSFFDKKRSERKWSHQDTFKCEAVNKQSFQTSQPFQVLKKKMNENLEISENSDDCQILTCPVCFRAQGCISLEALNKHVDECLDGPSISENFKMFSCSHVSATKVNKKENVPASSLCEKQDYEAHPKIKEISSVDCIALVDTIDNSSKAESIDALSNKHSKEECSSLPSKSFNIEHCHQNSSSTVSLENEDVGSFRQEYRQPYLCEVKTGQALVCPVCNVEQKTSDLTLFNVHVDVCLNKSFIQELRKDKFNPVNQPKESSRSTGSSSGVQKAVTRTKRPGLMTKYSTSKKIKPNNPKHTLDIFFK
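First, compounds were pin-transferred onto 10 nM Pol kappa. After 15 min at room temperature, substrate was added to 50 nM final. Fluorescence was then measured kinetically at 0 and 10 min.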
Pol iota inh = blocks human DNA polymerase iota activity; 390,000 compounds, 1% hits; AID 588590; Pol iota fluorescent replication assay, 10 min; Potency, µM (series often up to 115 µM), for the others: at the top dose activity, negative = inhibition, actives largely listed as inhibitors; note: potency is the fitted concentration of half-maximal effect
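Pol iota at 10 nM preincubated 15 min with compounds at room temperature; reaction started with fluorescent substrate, 50 nM final. Fluorescence read kinetically at 0 and 10 min; buffer-only wells as negative control.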
APE1 inh = blocks human APE1 abasic DNA cleavage; recombinant APE1, TAMRA/BHQ-2 abasic DNA cleavage fluorescence; 350,000 compounds, 0.35% hits; Potency, µM (top dose mostly 65.8 µM), without a hit: at the highest dose activity change, negative = inhibition, actives largely listed as inhibitors; P27695;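 note: potency is the fitted concentration of half-maximal effect; plate controls were vehicle for no effect and reference inhibitor for full effect; nearly all actives have a fitted effect of over 55% in size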
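APE1 at 0.75 nM final was preincubated with compound 15 min at room temperature, then 50 nM double-stranded THF abasic-site substrate (5'-TAMRA/3'-BHQ-2) was added. Fluorescence (ex 525/em 598 nm) was read kinetically; third-minus-first read gave activity.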
Pol eta inh = blocks human DNA polymerase eta activity; AID 588591; 390,000 compounds, 1.2% hits; Q9Y253; Potency, µM (highest dose often 114 µM), for inactives: at the top dose activity change, negative = inhibition, most hits filed as inhibitors; recombinant Pol eta, fluorescent DNA replication assay; note: potency is the fitted concentration of half-maximal effect; % is set by controls: 0 for no effect and ±100 for the full control effect
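Pol eta at 10 nM preincubated with compounds 15 min at room temperature; reaction started with fluorescent substrate (50 nM final) and read kinetically at 0 and 10 min.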
LDHA inh = LDHA (human) enzyme inhibition. P00338. purified LDHA, NADH/diaphorase-resazurin fluorescence; hits give low values. activity change, % (values are at about 110 or 230 µM). 480,000 compounds, 0.15% hits; in the data active = activity change below about -30%; inconclusive = mostly about -25% to -30%;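 note: plate controls were DMSO wells for no effect and wells without enzyme for full effect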
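Remaining NADH was detected by diaphorase (0.133 mg/mL) converting 37 µM resazurin to fluorescent resorufin, read at 0 and 20 minutes. The preceding 5-minute room-temperature reaction used 2 nM LDHA, 0.2 mM sodium pyruvate and 0.06 mM NADH at pH 7.4.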
BLM inh = Bloom syndrome helicase (human) inhibition; P54132; 350,000 compounds, 0.2% hits; recombinant BLM DNA unwinding, fluorescence dequenching; Potency, µM (series often up to 56.1 µM), for inactives: at the highest dose activity change, negative = inhibition, usual class: inhibitors;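 note: potency is the fitted concentration of half-maximal effect; plate controls were vehicle for no effect and no enzyme for full effect; nearly all actives have a fitted effect of over 35% in size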
GRP78 ERSR act = ER stress response induction in glioma. Potency, µM, for inactives: at the highest dose activation, most hits filed as activators. 420,000 compounds, 0.02% hits. U87-MG GRP78 promoter luciferase reporter, 16 h; note: potency is the fitted concentration of half-maximal effect; series mostly up to about 76 µM; % of control where 0% means no effect; nearly all actives have a fitted effect of over 35% in size
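Stably transfected U87-MG glioma cells carrying a GRP78-based luciferase sensor; 16 h compound incubation. Luminescence end-point read 10 min after Bright-Glo addition at room temperature.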
Pol beta inh = DNA polymerase beta (human) inhibition. P06746. Pol beta primer extension/strand displacement, fluorescence kinetic. Potency, µM (series often up to 114 µM), without a hit: at the top dose activity change, negative = inhibition, hits mostly inhibitors. 340,000 compounds, 1.3% hits. AID 485314; note: potency is the fitted concentration of half-maximal effect; % is set by controls: 0 for no effect and ±100 for the full control effect
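Homogeneous kinetic assay of primer extension and strand displacement by 10 nM Pol beta, preincubated 15 min at room temperature with compound before 50 nM substrate (final) was added. Read at 0 and 10 min; four-parameter Hill fit.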
* hit, by the source's call; u = inconclusive; x = not tested or not shown; & = joins results of further samples; [ ] = another dose, or the depositor's remark. Unless noted, calls come from the whole dose curve; as a rule, active = well fitted curve in the direction sought with a large enough effect; inconclusive = small, poorly fitted or top-dose-only effect, or another doubt; inactive = no such curve, though single readings can be large; an effect the other way counts as inactive or inconclusive. These rows are one share of the data; rates above refer to the full screens.

SMILES | Anesthetic bind | POLK inh | Pol iota inh | APE1 inh | Pol eta inh | LDHA inh | BLM inh | GRP78 ERSR act | Pol beta inh
CC(=O)Nc1cccc(CNCc2cccc(NC(C)=O)c2)c1 | 0% | -11% | 8% | -3% | -1% | -6 | 3% | -4% | -3%
COc1ccc(CNC(=O)C(C)OC(=O)C23CC4CC(CC(O)(C4)C2)C3)cc1 (centres undefined) | -1% | -5% | 10% | 6% | -10% | -8 | -9% | -2% | 2%
COc1cccc(/C=C/C(=O)Nc2ccc3c(c2)OCCO3)c1 | -16% | -3% | 21% | 3% | -25% | 2 | -11% | 5% | 3%
Cc1ccc(C(=O)CNc2ccccc2)cc1 | -15% | -3% | 15% | 32%[activator] | -18% | 1 | 0% | -1% | -2%
CC(=O)Nc1ccc(OCC(=O)c2cc(C)ccc2C)cc1 | -19% | -3% | 4% | -2% | -6% | -5 | -2% | 0% | -1%
Cc1cccc(/N=C/c2nc(-c3ccccc3Br)oc2O)n1 | -23% | -10% | u | 1% | -17% | -10 | -15% | 1% | -25%
Cc1ccc2c(=O)c(C(=O)c3ccc(F)cc3)cn(CC(=O)NCc3ccco3)c2n1 | -14% | u | u | -5% | u | -4 | -8% | -4% | u
CCN(CC)C(=O)Cn1cc(SCC(=O)Nc2cccc(C)c2)c2ccccc21 | 3% | 5% | 4% | x | 9% | 1 | -1% | -1% | 37%
CCCN(CCC)CCCNC(=O)Cn1ncc2c3ccccc3n(Cc3ccccc3)c2c1=O | -10% | -12% | 44%[activator] | x | -11% | 4 | 5% | -4% | 25%
N#Cc1ccccc1NC(=O)CSC1=Nc2ccccc2C2CC=NN12 (centres undefined) | -6% | -6% | 134%[activator] | -7% | -17% | -4&-3 | -3% | -3% | -1%
CCc1cc(=O)oc2cc(C)cc(OCC(=O)NCCCN3CCOCC3)c12 | -4% | -11% | -23% | -6% | 1% | -3&3 | 5% | -1% | 44%
Cc1ccc(S(=O)(=O)N2CCC(C(=O)N[C@@H](C)C(=O)NCC3CCCO3)CC2)cc1 (some centres undefined) | 4% | -5% | 8% | 24% | -1% | -14 | -5% | -1% | -14%
COc1ccc(-c2nn(-c3ccccc3)cc2CN2CCCO2)c(F)c1 | -2% | 0% | 25% | -4% | -3% | -3 | -5% | 4% | 32%
COc1ccc(-c2noc(CCN3C(=O)c4ccccc4C3=O)n2)cc1OC | 7% | -7% | 6% | 0% | -15% | 1 | -7% | -4% | 1%
N=C1C(c2ccccc2)=C(O)CN1c1ccccc1 | -7% | 5% | 29% | -3% | -11% | -3 | -6% | 2% | u
COCc1nnc(NC(=O)COc2ccc3c(c2)OCO3)s1 | -3% | -9% | 40%[activator] | 23% | -9% | -3 | -2% | -5% | 23%
O=C(CCC1N=C2c3ccccc3N=C(SCc3ccc(F)cc3)N2C1=O)NCc1ccc(F)cc1 (centres undefined) | -16% | 1%[60.1 µM] | 10% | x | -3% | -4 | 0% | -1% | 0%
Cc1ccc(-c2nc(CN(Cc3cnn(C)c3)C(C)C)c(C)o2)o1 | -9% | 0% | 42%[activator] | 24% | -21% | 2 | 1% | -3% | 21%
CC(=O)Nc1cccc(-c2nnc(SCC(=O)N3CCCCC3)n2C)c1 | 2% | -1% | 3% | 3% | 4% | -6 | -2% | -2% | 1%
COc1ccc(C(=O)Nc2ccc(Cl)cc2C(=O)NCCO)cc1 | -8% | -18% | -2% | 5% | 0% | -7 | 2% | -3% | 19%
CCn1c(SCC(=O)c2ccc(C)cc2)nnc1-c1ccncc1 | u | -4% | 14% | 0% | -3% | 2 | -8% | -8% | 33%
Cc1ccc(NC(=S)/N=C(\N)Nc2nc(C)c3cc(C)ccc3n2)c(C)c1 | -16% | -8% | 11% | -3% | -10% | -2 | 50%[activator] | -4% | 3%
O=C(Cc1cccs1)NCc1cccnc1 | -11% | -9% | u | 1% | u | 0 | -9% | -6% | -16%
CCOC(=O)c1cc(-c2cc(OC)c(OC)c(OC)c2)nc2c1c(=O)[nH]c(=O)n2Cc1ccccc1 | -1% | -7% | 5% | 15% | -15% | -4 | -6% | -2% | 20%
COCCn1c(C)cc(C(=O)CSc2nc3ccccc3s2)c1C | -23% | -17% | 16% | 1% | -19% | -3 | -10% | -12% | 2%
O=C(OCCNC(=O)c1cc2ccccc2oc1=O)c1cccnc1 | -6% | 2% | 15% | -3% | -14% | -4 | 3% | -2% | 29%
CCCOc1ccc(N2C(=O)CC(N3CCN(S(=O)(=O)c4ccccc4)CC3)C2=O)cc1 (centres undefined) | -18% | -17% | 5% | 16% | -20% | 0 | -6% | -2% | 11%
Cc1cccnc1NC(=O)CNC(=O)C1CCCCC1 | x | 9% | 20% | -4% | -10% | -2 | x | -3% | x
Cn1c(=O)c2c(ncn2CC(COCc2ccccc2)OCc2ccccc2)n(C)c1=O (centres undefined) | -8% | -16% | 30% | 1% | 13% | -11 | 0% | 0% | -29%
O=C(Nc1nnc(-c2ccc(Cl)cc2)o1)c1ccccc1Br | -4% | -2% | 10% | -2% | -12% | -4 | 1% | -3% | 6%
COc1ccc(NC(=O)COC(=O)[C@@H]2CCCN2C(=O)c2cccs2)c(OC)c1 | -4% | -3% | 14% | 4% | 5% | 1 | 0% | -4% | 21%
O=C(NC1CC2CCC(C1)N2Cc1nnnn1Cc1ccco1)NC12CC3CC(CC(C3)C1)C2 (centres undefined) | -21% | 0% | -4% | -4% | -16% | 4 | -3% | -5% | -20%
NNC(=O)COc1ncn(-c2ccccc2)n1 | -14% | -2% | 3% | 3% | -8% | -9 | 4% | 2% | 16%
Fc1ccc2[nH]c3c(N4CCSCC4)ncnc3c2c1 | 2% | -11% | 4% | 2% | -24% | -17 | 4% | -6% | -15%
CCc1c(Cl)nc(N)nc1Nc1ccccc1C | x | -12% | 10% | x | -3% | -5 | x | -2% | x
NC(=S)N/N=C1\CC(c2ccc3c(c2)OCCCO3)Oc2ccc(F)cc21 (centres undefined) | -5% | -14% | 38%[activator] | 7% | -24% | -6 | -2% | -4% | -24%
O=C(Nc1ccccc1)Nc1ccc(Nc2ccccc2)cc1 | x | -11% | 13% | x | -14% | -2 | x | 2% | x
CN(C)CCNc1nc2sc3c(c2c(=O)n1-c1ccccc1)CCCCC3 | -7% | -2% | 46%[activator] | -1% | -25% | -4 | 2% | -3% | 7%
Cc1c(Br)c([N+](=O)[O-])nn1C(C)C(=O)Nc1c(C)n(C)n(-c2ccccc2)c1=O (centres undefined) | -16% | 2%[60.1 µM] | 6% | -2% | -3% | -4 | -3% | -3% | 0%
CC(C)C[C@H](NC(=O)C1CC(=O)N(c2ccc3c(c2)OCO3)C1)C(=O)NC1CCCC1 (some centres undefined) | -1% | 11% | 16% | 69%[activator] | 89µM* | 3 | -2% | -6% | 14%
O=C(CCCNC(=O)c1ccc(Cl)cc1)Nc1ccc(Br)cc1 | 3% | -8% | 24% | 21% | 5% | -5 | -4% | -2% | 10%
Nc1[nH]c(=O)[nH]c(=O)c1N=Nc1ccc(C(=O)O)cc1 | 5% | -4% | -2% | 59%[activator] | -18% | 0 | -1% | -1% | 3%
O=S(=O)(Nc1nc2n(n1)C(c1ccc(F)cc1)C=C(c1ccc(Cl)cc1)N2)c1ccccc1 (centres undefined) | 0% | -2% | 34%[activator] | x | 89µM* | -2 | 1% | 3% | 8%
Cc1ccc(N(CCC#N)C(=O)COC(=O)c2ccccc2SCC(=O)N2CCCC2)cc1 | x | 0% | -2% | 34% | -20% | 1 | x | 0% | x

Eleven compounds out of the list, sorted by count of non-hydrogen atoms, smallest number first:
SMILES | Anesthetic bind | POLK inh | Pol iota inh | APE1 inh | Pol eta inh | LDHA inh | BLM inh | GRP78 ERSR act | Pol beta inh
NNC(=O)COc1ncn(-c2ccccc2)n1 | -14% | -2% | 3% | 3% | -8% | -9 | 4% | 2% | 16%
Cc1cccc(/N=C/c2nc(-c3ccccc3Br)oc2O)n1 | -23% | -10% | u | 1% | -17% | -10 | -15% | 1% | -25%
CC(=O)Nc1cccc(CNCc2cccc(NC(C)=O)c2)c1 | 0% | -11% | 8% | -3% | -1% | -6 | 3% | -4% | -3%
CCn1c(SCC(=O)c2ccc(C)cc2)nnc1-c1ccncc1 | u | -4% | 14% | 0% | -3% | 2 | -8% | -8% | 33%
O=C(OCCNC(=O)c1cc2ccccc2oc1=O)c1cccnc1 | -6% | 2% | 15% | -3% | -14% | -4 | 3% | -2% | 29%
NC(=S)N/N=C1\CC(c2ccc3c(c2)OCCCO3)Oc2ccc(F)cc21 (centres undefined) | -5% | -14% | 38%[activator] | 7% | -24% | -6 | -2% | -4% | -24%
CCc1cc(=O)oc2cc(C)cc(OCC(=O)NCCCN3CCOCC3)c12 | -4% | -11% | -23% | -6% | 1% | -3&3 | 5% | -1% | 44%
CCN(CC)C(=O)Cn1cc(SCC(=O)Nc2cccc(C)c2)c2ccccc21 | 3% | 5% | 4% | x | 9% | 1 | -1% | -1% | 37%
Cc1ccc(S(=O)(=O)N2CCC(C(=O)N[C@@H](C)C(=O)NCC3CCCO3)CC2)cc1 (some centres undefined) | 4% | -5% | 8% | 24% | -1% | -14 | -5% | -1% | -14%
O=C(NC1CC2CCC(C1)N2Cc1nnnn1Cc1ccco1)NC12CC3CC(CC(C3)C1)C2 (centres undefined) | -21% | 0% | -4% | -4% | -16% | 4 | -3% | -5% | -20%
CCOC(=O)c1cc(-c2cc(OC)c(OC)c(OC)c2)nc2c1c(=O)[nH]c(=O)n2Cc1ccccc1 | -1% | -7% | 5% | 15% | -15% | -4 | -6% | -2% | 20%
